proCasp3 act = activators of human procaspase-3; P42574; recombinant procaspase-3 D3A, Ac-DEVD-pNA absorbance 405 nm; activation, % at 8.5 µM; hit rate 0.11% among 330,000; AID 463141;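 active = activation above the mean of all tested compounds plus 3 SD, cut at about 21% in these data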;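 note: 0% = DMSO alone and 100% = DMSO wells spiked with extra 5 µM PC-3 D3A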
Target sequence (P42574 whole entry D9A/D28A/D175A): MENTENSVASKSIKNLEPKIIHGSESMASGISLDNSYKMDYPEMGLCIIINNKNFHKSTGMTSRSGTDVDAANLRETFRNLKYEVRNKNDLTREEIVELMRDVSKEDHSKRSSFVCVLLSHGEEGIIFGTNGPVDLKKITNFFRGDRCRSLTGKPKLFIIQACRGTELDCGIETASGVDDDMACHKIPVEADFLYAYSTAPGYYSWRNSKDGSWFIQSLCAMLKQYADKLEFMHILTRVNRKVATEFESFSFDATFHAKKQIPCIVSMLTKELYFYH
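Compound: 8.5 µM single point, 0.8% DMSO / Material: Autoprocessing-dead procaspase-3 D3A mutant enzyme / Timing: 1 h preincubation plus 2 h reaction at 25 °C / Medium: Zinc-free HEPES/NaCl buffer with 0.01% Triton X-100 at pH 7.4 / Technique: 405 nm absorbance of p-nitroaniline, reads at 0 and 120 min / Repeats: one well per compound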
AGP1 TOR yeast = alters AGP1-GFP fluorescence in TOR pathway yeast screen. S. cerevisiae AGP1-GFP multiplex flow cytometry, 3 h; GFP as percent of DMSO wells. AID 2066. hit rate 0.02% among 320,000. GFP response vs DMSO, % at 10 µM;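 active = GFP response relative to DMSO above a set limit, near screen average plus 3 SD, cut at about 150% in these data; inconclusive = fewer than 70 cells counted for the yeast strain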;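 note: median GFP channel fluorescence of the gated AGP1 strain per well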
CIT2 TOR yeast = alters CIT2-GFP fluorescence in TOR pathway yeast screen. GFP response vs DMSO, % at 10 µM. S. cerevisiae CIT2-GFP strain, flow cytometry, 3 h; 100 means same as DMSO wells. hit rate 0.065% among 320,000;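 active = GFP response relative to DMSO above a set limit, near the screen mean plus 3 SD, cut at about 150% in these data; inconclusive = Fewer than 70 cells measured for a yeast strain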;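 note: ratio of well median GFP fluorescence to mean of DMSO wells on the plate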
RPL19A-GFP yeast = yeast TOR pathway RPL19A-GFP modulation | S. cerevisiae RPL19A-GFP strain, flow cytometry, 3 h; stronger effect = lower value | percent response vs DMSO, % at 10 µM | hit rate 0.3% among 330,000 | AID 2025;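 active = percent response vs DMSO below 50%; inconclusive = fewer than 70 events counted for the yeast strain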;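 note: median channel GFP fluorescence of the barcoded RPL19A-GFP strain; ratio of sample median GFP to plate DMSO average so 100% = DMSO; lower means less RPL19A-GFP as with rapamycin TOR inhibition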
proCasp7 act = counter-screen for procaspase-3 activators: activators of human procaspase-7; AID 463210; activation, % at 8.5 µM; hit rate 0.093% among 330,000; P55210; recombinant procaspase-7, Ac-DEVD-pNA absorbance 405 nm; D23A/D198A/D206A triple mutant, cannot self-cleave; scale: DMSO 0, 5 µM enzyme 100;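 active = percent activation above the screen-wide mean plus 3 SD, cut at about 25% in these data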
Target sequence (P55210 whole entry D23A/D198A/D206A): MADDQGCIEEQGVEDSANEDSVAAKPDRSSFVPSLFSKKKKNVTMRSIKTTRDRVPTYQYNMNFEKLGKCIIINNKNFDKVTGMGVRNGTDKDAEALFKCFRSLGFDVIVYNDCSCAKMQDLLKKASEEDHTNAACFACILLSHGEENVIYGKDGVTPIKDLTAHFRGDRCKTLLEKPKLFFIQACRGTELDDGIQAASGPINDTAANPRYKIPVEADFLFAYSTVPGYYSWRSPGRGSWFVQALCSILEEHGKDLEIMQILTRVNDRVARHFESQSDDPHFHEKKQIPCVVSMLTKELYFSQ
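System: Procaspase-7 triple mutant (PC-7 D3A); measure: % activation from two-timepoint absorbance difference, scaled to controls; times: 1 h compound preincubation, 2 h substrate cleavage, 25 °C; also added: Ac-DEVD-pNA substrate, 400 µM as added; measured by: Epi-absorbance of released pNA at 405 nm, two timepoints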
LAP4-GFP MLPCN = alters LAP4-GFP fluorescence in TOR pathway yeast screen; S. cerevisiae LAP4-GFP multiplex, flow cytometry GFP, 3 h; median GFP as percent of DMSO wells; GFP response vs DMSO, % at 10 µM; hit rate 0.34% among 320,000; AID 2023;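 active = GFP response vs DMSO above a set limit, about the screen mean plus 3 SD, cut at about 150% in these data; inconclusive = under 70 cell events counted for the yeast strain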
AHR act = activates the human aryl hydrocarbon receptor | AHR-responsive luciferase reporter cells, luminescence | activation, % at 5 µM | hit rate 2.5% among 320,000 | P35869; in the data active = activation above about 47%;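 note: 0% = vehicle wells and 100% = reference agonist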
MEP2-GFP yeast = yeast TOR pathway MEP2-GFP modulation | S. cerevisiae MEP2-GFP strain, flow cytometry GFP, 3 h; 100% = DMSO control level | GFP response vs DMSO, % at 10 µM | hit rate 0.51% among 330,000;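 active = GFP response versus DMSO above a set limit, roughly screen mean plus 3 SD, cut at about 180% in these data; inconclusive = fewer than 70 cells counted for a yeast strain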;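 note: median GFP fluorescence of the barcode-gated MEP2-GFP cells per well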
Active calls of the source: *; ? = inconclusive; · = no result given; [ ] = dose if it differs, or a comment.

SMILES | proCasp3 act | AGP1 TOR yeast | CIT2 TOR yeast | RPL19A-GFP yeast | proCasp7 act | LAP4-GFP MLPCN | AHR act | MEP2-GFP yeast
OCCN1CCN(c2ncnc3ccc(Br)cc23)CC1 | 2.1 | 98.0 | 97.8 | 95.0 | 2.5 | 99.2 | 4.8 | 94.5
O=C(CN(C(=O)CCC(=O)Nc1ccccn1)c1ccc(F)cc1)NCCc1ccccc1 | 11.0 | 102.6 | 102.3 | 103.5 | 7.1 | 96.3 | -0.4 | 101.5
COCc1cc(C)nc(SCC[N+](C)(C)CC(=O)c2ccc(Br)cc2)c1C#N | -2.0 | 90.5[may fluoresce red and violet] | ? | ? | 1.3 | 88.9[may fluoresce red and violet] | -0.2 | 84.4[may fluoresce red and violet]
O=C(CCN1C(=O)COc2ccccc21)NCCCN1CCc2ccccc2C1 | 9.0 | 107.0 | 107.8 | 102.1 | 2.0 | 105.5 | 4.4 | 105.2
COc1ccc(OCc2cc(C(=O)NC(C)Cc3cccnc3)no2)c(Cl)c1 (configuration not stated) | 3.0 | 109.8 | 101.2 | 100.9 | 12.8 | 107.6 | 24.9 | 97.7
CCOC(=O)c1c(S(=O)(=O)NCc2cccs2)c(C)n(C)c1C | 11.0 | 112.4 | 100.1 | 101.5 | 10.2 | 108.6 | -0.9 | 95.1
CC(C(=O)Nc1cccnc1)n1cc([N+](=O)[O-])cn1 (configuration not stated) | -8.3 | 100.4 | 98.1 | 98.0 | -2.1 | 96.3 | -2.0 | 94.2
CCOC(=O)C1=C(C)NC2=C(C(=O)CCC2)C1c1cccnc1 (configuration not stated) | -3.9 | 86.1 | 96.5 | 96.2 | -0.1 | 99.2 | -1.8 | 101.9
CC1CCCCC1NC(=O)c1ccc(CNc2c(N3CCCC3)c(=O)c2=O)cc1 (configuration not stated) | 3.0 | 102.3 | 102.3 | 102.3 | 6.7 | 99.3 | -0.7 | 104.2
Cc1ccc(NC(=O)CCCc2c[nH]c3ccccc23)nc1 | 14.8 | 95.6 | 99.6 | 104.5 | -0.2 | 95.7 | 1.8 | 98.6
NC(=O)N1OCC2COc3ccc4ccccc4c3C21 (configuration not stated) | 8.0 | 91.0 | 103.0 | 91.4 | 13.4 | 89.5 | -2.9 | 95.6
CCOc1ccc(Nc2nc(CC(=O)OC)cc(=O)[nH]2)cc1 | -8.0 | 103.4 | 105.8 | 102.7 | 10.8 | 100.4 | 6.8 | 102.8
Cc1ccc(C)c(NC(=O)c2sc(Cl)nc2-c2ccccc2)c1 | -3.3 | 86.2 | 99.4 | 88.6 | 4.5 | 90.7 | 1.5 | 91.8
O=C(CC1Nc2cccc3cccc(c23)NC1=O)Nc1ccccc1 (configuration not stated) | -6.8 | 102.4 | 103.5 | 104.4 | -20.8 | 82.7 | 135.8* | 102.5
CC(C)NCCCOc1ccc(Cl)cc1Br | -2.8 | 101.4 | 92.1 | 99.5 | -5.1 | 105.9 | 5.8 | 95.3
Cc1ccc(CNC(=O)C2CCCN(c3nc(C)cc(C)n3)C2)cc1 (configuration not stated) | -2.5 | 100.4 | 100.5 | 101.4 | 5.5 | 100.6 | -0.2 | 100.0
Oc1ccccc1C1=NOC(O)(C(F)F)C1 (configuration not stated) | 2.3 | 102.3 | 109.3 | 100.0 | 19.8 | 98.6 | 0.5 | 95.2
Cc1cnc(C(=O)OCC(=O)c2ccc(F)cc2)cn1 | -1.3 | 91.6 | 90.7 | 94.7 | 9.6 | 87.1 | 4.1 | 92.7
Oc1cccc2cc3cccc(O)c3c(O)c12 | -9.1 | 84.8 | 112.9 | 101.9 | -3.2 | 105.5 | -4.5 | 94.9
COc1cc(/C=N/NC(=O)Cc2ccccc2)ccc1Oc1ccc([N+](=O)[O-])cc1[N+](=O)[O-] | 1.6 | 102.3 | 106.9 | 102.8 | -7.6 | 95.3 | -5.1 | 98.7
O=C(N/N=C\c1c(O)ccc2ccccc12)c1cncc(Br)c1 | -1.0 | 93.6 | 95.0 | 98.5 | -14.4 | 126.9 | 67.5* | 106.7
Cc1cc(C)nc(N(C#N)Cc2cccc([N+](=O)[O-])c2)n1 | -7.0 | 102.8 | 95.0 | 101.6 | 7.3 | 96.9 | -1.7 | 100.8
CCCSc1nc2ccccc2n1CC(=O)O | -4.0 | 103.8 | 111.1 | 98.7 | 0.5 | 92.5 | -1.0 | 104.5
COc1ccccc1CNS(=O)(=O)c1c(C(=O)N2CCCCCC2)c(C)n(C)c1C | 9.5 | 96.1 | 100.2 | 96.0 | 0.2 | 92.5 | 0.2 | 102.8
N#Cc1ccccc1OCC(=O)Nc1cccc(S(=O)(=O)N2CCCCCC2)c1 | 8.8 | 104.3 | 100.4 | 104.5 | -5.2 | 105.1 | 1.4 | 111.4

Overlap with the part before: 3 compounds, followed by the next part.
SMILES | proCasp3 act | AGP1 TOR yeast | CIT2 TOR yeast | RPL19A-GFP yeast | proCasp7 act | LAP4-GFP MLPCN | AHR act | MEP2-GFP yeast
CCCSc1nc2ccccc2n1CC(=O)O | -4.0 | 103.8 | 111.1 | 98.7 | 0.5 | 92.5 | -1.0 | 104.5
COc1ccccc1CNS(=O)(=O)c1c(C(=O)N2CCCCCC2)c(C)n(C)c1C | 9.5 | 96.1 | 100.2 | 96.0 | 0.2 | 92.5 | 0.2 | 102.8
N#Cc1ccccc1OCC(=O)Nc1cccc(S(=O)(=O)N2CCCCCC2)c1 | 8.8 | 104.3 | 100.4 | 104.5 | -5.2 | 105.1 | 1.4 | 111.4
CC(=O)c1cccc(-n2c(CCC(=O)O)ccc2-c2ccccc2)c1 | 1.3 | 102.2 | 95.8 | 97.8 | -9.9 | · | 26.0 | 109.4
COc1ccc(C(=O)N2CCC(O)(c3ccc(F)cc3)CC2)cc1OC | 3.8 | 102.5 | 100.2 | 98.6 | 3.2 | 101.9 | -3.0 | 104.7
CCN(CC)C(=O)Cn1cc(S(=O)(=O)CC(=O)Nc2ccc(F)cc2F)c2ccccc21 | 1.1 | 100.1 | 104.6 | 104.5 | 5.7 | 88.5 | 3.1 | 106.5
O=C(COc1ccccc1)N(Cc1cc2ccccc2[nH]c1=O)CC1CCCO1 (configuration not stated) | 7.2 | 101.9 | 91.4 | 93.1 | 0.9 | 95.4 | 4.2 | 100.4
O=C(NCc1ccc2c(c1)OCO2)C(=O)NCC1OCCCN1S(=O)(=O)c1ccc(F)cc1 (configuration not stated) | -4.7 | 101.1 | 108.0 | 103.5 | -5.1 | 102.0 | 6.7 | 109.2
Cn1c(CN2CCCCC2)nc2cc(NS(=O)(=O)c3ccc(Cl)cc3)ccc21 | -6.0 | 104.2 | 106.7 | 100.0 | -2.1 | 102.8 | 0.2 | 99.6
COc1ccc(OC)c(NS(=O)(=O)c2ccc3c(c2)C(C)(C)C(=O)N3C)c1 | 6.9 | 104.5 | 101.9 | 98.8 | -10.4 | 102.0 | 0.0 | 107.4
COc1ccc(-n2nc3c(N4CCC(C(=O)NCc5ccco5)CC4)nnc(C)c3c2C)cc1 | -5.4 | 111.2 | 110.0 | 110.8 | -11.8 | 117.1 | -0.4 | 113.5
Cc1ccccc1-c1nnc(SCC(=O)N(CC(C)C)c2c(N)n(CC(C)C)c(=O)[nH]c2=O)n1C | -0.1 | 91.5 | 96.7 | 93.6 | -1.4 | 91.5 | 0.1 | 93.8
CCCc1nc2cc(Cl)c([N+](=O)[O-])cc2o1 | -3.6 | 86.9 | 90.8 | 94.9 | 12.4 | 87.7 | 1.0 | 92.0
Cc1cc(C)c(NC(=O)CSc2nc3ccc(NC(=O)CSc4nnnn4-c4ccccc4)cc3s2)c(C)c1 | 7.9 | 104.9 | 106.1 | 103.1 | 0.7 | 94.9 | 5.0 | 104.9
O=S(NCc1ccco1)C12CC3CC(CC(C3)C1)C2 (configuration not stated) | -2.2 | 90.5 | 89.9 | 93.5 | -5.7 | 103.9 | -2.7 | 100.2
CC(=C1C(=O)c2ccccc2C1=O)N1CCN(C/C=C/c2ccccc2)CC1 | -3.2 | 100.9 | 92.4 | 101.5 | -25.8 | 84.3 | 8.0 | 92.4
O=C(COc1ccccc1-c1ccccc1)N/N=C/c1ccncc1 | 4.2 | 96.5 | 92.8 | 96.8 | 3.1 | 108.3 | -1.6 | 93.8
CCN(C(=O)COC(=O)c1c(C)c(-c2ccccc2)nc2ccccc12)C1CCS(=O)(=O)C1 (configuration not stated) | -2.8 | 105.5 | 107.1 | 98.3 | 2.8 | 100.8 | 9.6 | 90.3
Cc1ccc(C)c(Cn2nnc3c(=O)[nH]c(C4CCN(S(=O)(=O)c5ccc(S(=O)(=O)N(C)C)cc5)CC4)nc32)c1 | 8.7 | 103.2 | 103.7 | 106.3 | 14.7 | 99.0 | -2.3 | 100.3
Cc1sc(N)c(C#N)c1C | -8.5 | 94.0 | 92.5 | 96.1 | -5.0 | 92.2 | 1.0 | 100.0
CC1CCN(C(=O)CNC(=O)CNC(=O)Cc2ccccc2)CC1 | 13.0 | 101.7 | 110.1 | 98.7 | 4.4 | 109.1 | -3.4 | 102.9
CC(C)/C(C=O)=C(/NC1CCCCC1)c1ccccc1 | 6.0 | 96.6 | 97.7 | 93.7 | -9.2 | 94.5 | -0.7 | 90.6
CC(=O)Nc1ccc(-c2csc(Nc3ccc(Cl)cn3)n2)cc1 | 7.2 | 98.4 | 99.0 | 98.4 | -3.2 | 102.8 | -2.8 | 104.5
COc1ccc(-c2nnc(SC(=O)N3c4ccccc4Sc4ccccc43)o2)cc1 | -0.8 | 100.6 | 99.0 | 102.4 | -14.2 | 101.3 | 0.2 | 103.8
CCOc1ccccc1N(C)C(=O)c1sc2ncn(CC(=O)N3CCCCC3C)c(=O)c2c1C (configuration not stated) | 5.7 | 98.8 | 104.1 | 101.9 | 3.3 | 93.7 | 0.4 | 101.9
CCOC(=O)c1c(NC(=O)CN2CCN(C(=O)C3CCCO3)CC2)sc(C)c1C (configuration not stated) | 11.7 | 90.0 | 102.8 | 107.7 | 1.2 | 80.0 | -0.2 | 98.8
CC1CCCCN1S(=O)(=O)c1ccc(S(=O)(=O)N2CCCC2)cc1 (configuration not stated) | 3.9 | 104.4 | 106.0 | 100.3 | 10.5 | 93.8 | -0.1 | 105.1
COc1ccc(/C=C/C(=O)Nc2ccccc2C)cc1S(=O)(=O)N1CCOCC1 | -7.8 | 105.9 | 81.5 | 101.4 | 5.6 | 94.1 | 15.3 | 97.7
O=C(CCN1C(=O)/C(=C/c2ccc3c(c2)OCO3)SC1=S)NNC(=O)c1cccnc1 | 8.3 | 103.7 | · | 100.6 | 6.5 | 95.5 | 5.8 | 99.7
COc1ccc(C)cc1NC(=O)C1CCN(S(=O)(=O)c2ccc3c(c2)NC(=O)CO3)CC1 | 0.9 | 100.3 | 101.7 | 102.2 | -3.6 | 103.4 | 9.5 | 106.1
CCOC(=O)c1ccc(NC(=O)COc2ccccc2CNC2CCCC2)cc1 | -3.7 | 97.1 | 92.7 | 99.0 | -7.0 | 94.5 | 3.3 | 100.8

Compounds as they come (roughly 3.5% active in at least one column).
